UBC13 inh: UBC13 polyubiquitin chain formation inhibitors, primary screen, biochemical, TR-FRET, uHTS | inhibition, % at 20 µM | Ubiquitin-conjugating enzyme E2 N (Homo sapiens), P61088 | 330,000 compounds, 0.47% hits; in the data active means inhibition above about 45%, passing the limit was not always enough
CCR6 antagonist: CCR6 receptor antagonists, primary screen, cell-based, CHO-K1, luminescence, beta-arrestin, uHTS; AID 493098, 2011; inhibition, % at 20 µM; 340,000 compounds, 0.49% hits; CHO-K1 CCR6 PathHunter beta-arrestin, CCL20-stimulated;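 active means compounds whose inhibition of the agonist-driven luminescence signal at 20 µM reaches about 50%, limit read from the data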;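 further: cells stimulated with CCL20 at 14 nM final; plate controls were DMSO with CCL20 for no effect and DMSO without agonist for full effect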
CXCR6 inh: CXCR6 receptor inhibitors, primary screen, cell-based, beta-arrestin, luminescence, CHO-K1 PathHunter, 1536-well; 360,000 compounds, 0.36% hits; inhibition, % at 20 µM; C-X-C chemokine receptor type 6 (Homo sapiens), O00574; AID 602244, 2012; in the data active means inhibition above about 34%, passing the limit was not always enough;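 further: antagonist mode with CXCL16 agonist at 10 nM final; 0% = 10 nM CXCL16 with DMSO and 100% = unstimulated wells without agonist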
Target sequence (O00574 whole entry, looked up): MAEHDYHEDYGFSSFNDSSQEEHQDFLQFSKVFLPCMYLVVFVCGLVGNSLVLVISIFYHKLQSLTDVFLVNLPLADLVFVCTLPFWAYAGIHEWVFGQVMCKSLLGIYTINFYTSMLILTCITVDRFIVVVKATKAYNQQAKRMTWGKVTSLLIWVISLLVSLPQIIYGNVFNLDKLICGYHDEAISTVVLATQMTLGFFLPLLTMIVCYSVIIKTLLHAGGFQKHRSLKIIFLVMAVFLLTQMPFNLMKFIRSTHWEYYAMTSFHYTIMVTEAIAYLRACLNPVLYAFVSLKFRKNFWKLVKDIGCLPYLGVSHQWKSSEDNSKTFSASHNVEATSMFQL
697 NFkB inh: inhibitors of PMA/ionomycin-induced NF-kB reporter, 697 cells, primary screen, B-cell NF-kB inhibitor project, cell-based, luminescence, uHTS; 697 B-cell NF-kB luciferase reporter, 16 h; 330,000 compounds, 0.33% hits; inhibition, % at 4 µM; in the data active means inhibition above about 35%
Jurkat NFkB inh: inhibitors of induced NF-kB luciferase reporter, primary screen, TCR NF-kB activation inhibitor project, cell-based, luminescence, uHTS | Jurkat, PMA/ionomycin-induced NF-kB luciferase reporter | inhibition, % at 4 µM | 330,000 compounds, 0.53% hits; in the data active means inhibition above about 50%
APJ antagonist: antagonists of human apelin receptor APJ, primary screen, CHO-K1 cells, beta-arrestin complementation, luminescence; 330,000 compounds, 0.32% hits; inhibition, % at 20 µM; P35414; AID 2521, 2010;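 active means inhibition above about 40% at 20 µM, limit read from the data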;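 further: cells challenged with 10 nM apelin-13 agonist together with compound; plate controls were apelin-13 plus DMSO wells for no effect and DMSO wells lacking apelin-13 for full effect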
Target sequence (P35414 whole entry, looked up): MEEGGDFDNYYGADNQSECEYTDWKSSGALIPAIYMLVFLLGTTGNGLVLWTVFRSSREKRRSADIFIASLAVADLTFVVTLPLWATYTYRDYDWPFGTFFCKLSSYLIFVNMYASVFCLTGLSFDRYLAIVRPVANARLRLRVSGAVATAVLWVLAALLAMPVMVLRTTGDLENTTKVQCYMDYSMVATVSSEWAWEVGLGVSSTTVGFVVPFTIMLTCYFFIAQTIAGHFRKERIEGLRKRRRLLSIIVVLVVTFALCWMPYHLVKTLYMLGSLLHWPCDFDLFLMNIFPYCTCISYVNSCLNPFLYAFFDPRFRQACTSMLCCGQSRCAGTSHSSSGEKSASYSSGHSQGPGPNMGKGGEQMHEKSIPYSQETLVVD
Gli-Sufu antag: Gli-Sufu pathway antagonists, primary screen, luciferase luminescence, Sufu-KO-LIGHT cells, uHTS. inhibition, % at 5 µM. 340,000 compounds, 0.74% hits. AID 588413, 2011. Sufu-KO-LIGHT fibroblasts, Gli luciferase reporter luminescence;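 active means inhibition above about 55%, limit read from the data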;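 further: 0% = DMSO-treated cells and 100% = wells with medium but no cells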
EBI2 block: EBI2 receptor antagonists, beta-arrestin recruitment, primary screen, cell-based, luminescence, 7a,25-OHC stimulation, uHTS; G-protein coupled receptor 183 (Homo sapiens), P32249; 7a,25-OHC stimulated; inhibition, % at 5 µM; 360,000 compounds, 0.81% hits; AID 651636, 2012; in the data active means inhibition above about 38%;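 further: enzyme fragment complementation signal reports receptor beta-arrestin coupling in cells; 0% = agonist plus DMSO wells and 100% = wells without agonist; some results beyond the cut were filed as inactive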
Target sequence (P32249 whole entry, looked up, the tested form may be a part): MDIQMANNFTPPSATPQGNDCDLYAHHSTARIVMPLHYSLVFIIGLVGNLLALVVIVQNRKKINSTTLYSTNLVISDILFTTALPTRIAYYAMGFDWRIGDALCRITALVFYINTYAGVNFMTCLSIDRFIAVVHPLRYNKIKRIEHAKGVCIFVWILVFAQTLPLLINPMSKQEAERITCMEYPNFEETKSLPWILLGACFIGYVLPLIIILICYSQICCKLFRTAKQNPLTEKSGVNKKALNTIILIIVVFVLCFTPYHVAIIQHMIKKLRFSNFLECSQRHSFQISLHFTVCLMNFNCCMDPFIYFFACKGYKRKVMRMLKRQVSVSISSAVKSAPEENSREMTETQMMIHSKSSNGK
Numbers without * were called inactive; . = no result given.

SMILES	UBC13 inh	CCR6 antagonist	CXCR6 inh	697 NFkB inh	Jurkat NFkB inh	APJ antagonist	Gli-Sufu antag	EBI2 block
OCC[C@@H]1C[C@H](O)[C@@H](O)[C@]2(Cc3ccccc3CCO2)O1	0	-1	6	17	4	-2	-12	-2
CSc1nc(C)nc(C2CC2)c1C#N	-3	2	-6	-1	-12	-1	-6	-3
N#Cc1cccc(NC(=O)Cn2cnc(S(=O)(=O)N3CCc4ccccc43)c2)c1	8	2	0	-7	10	31	2	8
COC(=O)c1sc(C(C)(C)C)cc1CSc1ccccc1	5	17	-7	6	-1	-6	3	12
Cc1cccc(N2C(=O)CC(Sc3ncn[nH]3)C2=O)c1 (centres undefined)	-3	2	-9	-15	0	-5	-4	4
COc1ccc(S(=O)(=O)N2CCCCCC2)cc1NS(=O)(=O)c1cc(C(=O)O)cc(C)c1C	0	9	3	20	-10	1	3	4
COCCC(=O)N1CCC(Oc2ccc(C(=O)N3CCCC(COC)C3)cc2)CC1 (centres undefined)	-7	-8	-6	0	-1	-8	-9	-5
Cc1ccccc1OCc1nnc(SCC(=O)N2c3ccccc3Sc3ccc(Cl)cc32)o1	-5	5	5	-27	5	-14	-5	27
CCCCC(=O)Nc1cccn2ncnc12	5	4	-1	8	-1	-4	-5	4
Cc1cccc(OCc2nc(C#N)c(NCCN(C)C)o2)c1	13	2	2	5	-2	-5	8	-9
O=C(Nc1ncc2c(n1)-c1ccccc1CC2)c1ccccc1	-3	-30	4	7	-13	-2	1	-25
C=CC[N+](C)(C)c1ccc(CCC(=O)CCc2ccc([N+](C)(C)CC=C)cc2)cc1	-6	-10	-1	1	-10	4	5	4
CC1(C)CC(=O)C(CC2C(=O)CC(C)(C)CC2=O)C(=O)C1	-1	0	4	12	9	0	3	-1
CC(=O)Nc1nc(SCC(=O)Nc2nnc(C)s2)[nH]c(=O)c1NC(=O)c1cccs1	-6	3	-6	-9	-18	5	-3	0
NC(=O)C1CCN(c2oc(/C=C/c3ccccc3)nc2S(=O)(=O)c2ccccc2)CC1	4	24	3	-45	-2	16	15	-5
COc1ccc(-c2csc(NC(=O)c3ccccc3C(=O)O)n2)cc1	5	-2	2	2	2	-8	-12	-2
CN(C)CCC(O)(c1ccccc1)c1ccccc1	6	-7	4	22	-1	1	2	-10
Cc1nnc(SCC(=O)N(C)c2ccccc2)n1-n1cccc1	1	6	2	-10	3	4	-4	-8
CCOC(=O)C1CCN(C(=O)COc2ccc(S(=O)(=O)NC(C)C)cc2)CC1	0	-9	2	-3	-18	-5	-20	-5
Cn1c(SCc2ccccc2)nnc1-c1ccc(O)cc1	8	12	5	-3	-9	8	-28	-9
Cc1ccc(NC2=NC(c3ccccc3)n3c(nc(C)cc3=O)N2)cc1 (centres undefined)	6	-2	-7	31	3	8	-1	-2
CCC(C)c1ccccc1NC(=O)CN(C)CC(=O)Nc1ccccc1SC (centres undefined)	4	7	8	-2	-9	12	-1	4
CCc1ccc(NC(=O)C2=CC(c3cccs3)=NS(=O)(=O)N2C)cc1	8	29	9	-17	-6	16	3	-7
Cc1cc(C)cc(NC(=O)NC(C)C2CCCO2)c1 (centres undefined)	-7	5	5	3	-8	-7	-17	-1
COc1nc(/C=C/N(C)C)c([N+](=O)[O-])c(OC)n1	-74	1	0	-17	-1	2	4	3
CC(=O)N(C)c1ccc(NC(=O)Nc2ccc(Cl)cc2)cc1	0	-5	-3	-14	-51	5	-16	8
COc1cccc(C(=O)NCc2cn3ccsc3n2)c1	6	6	-6	8	3	11	-14	-2
CCCOc1ccc(CCC(=O)O)cc1	2	2	-2	-5	-2	-9	-1	8
CCOC(=O)c1csc(NC(=O)CSc2nnnn2-c2ccc(OC)c(OC)c2)n1	5	2	-3	0	-13	3	4	5
CCOc1ccc(NC(=O)COC(=O)CC2CCCCC2)cc1	-2	6	1	12	12	-2	-2	-5
CC1(C)CC(=O)C2=C(C1)OC(N)=C(C#N)[C@@H]2c1ccccc1[N+](=O)[O-]	4	0	-12	6	10	-50	0	-17
Cc1ccccc1CC1(CO)CCCN(C(=O)c2cc(Cl)ccc2F)C1 (centres undefined)	3	19	13	-3	-11	-9	8	-1
COc1ccc(C(=O)NCc2nnc(SCC(=O)NO)n2Cc2ccccc2)cc1	-3	-2	5	8	-15	6	-1	-1
S=C(Nc1ccc2c(c1)OCO2)Nc1ccccc1Cl	-2	5	9	-10	-18	-4	-5	5
CCCCn1c(N)c(N(CC(C)C)C(=O)C2CCN(c3ncnc4sc(C)c(C)c34)CC2)c(=O)[nH]c1=O	2	0	0	23	-2	10	7	0
CC1(C)CC(=O)C2=C(C1)OC(N)=C(C#N)C2c1cccc(OC(=O)c2ccco2)c1 (centres undefined)	0	16	-10	5	-5	7	10	-6
CC(=O)Nc1sc(/C(C#N)=C\c2cccc(Cl)c2)nc1-c1ccc(C)cc1	.	-11	0	.	.	.	-7	10
Fc1ccc(-c2cc(C(F)(F)F)nc(-n3cncn3)n2)cc1	11	4	-3	-1	-1	30	1	0
CC(=O)c1cc(C#N)c(Oc2ccc(F)cc2)nc1C	-6	13	-1	-9	-20	6	1	-3
COC(=O)c1ccc(CN2CCC(n3nccc3NC(=O)C3CCCC3)CC2)cc1	-1	16	5	10	10	13	30	-11
O=C(O)C1CCCCC1C(=O)Nc1ccc(S(=O)(=O)N2CCOCC2)cc1 (centres undefined)	.	-3	-9	.	.	.	5	-13
COc1ccc(Cl)cc1Nc1cc(C)nc2nc(C)nn12	-2	7	2	10	-4	6	11	-1
Cc1cc(C)n2cc(CSc3ccc(Cl)cc3)nc2n1	-5	11	1	-61	-29	-7	-15	5
Cc1nc(-c2ccc(Cl)cc2)sc1C1(C)CC(c2cccnc2)=NO1 (centres undefined)	2	2	-1	-51	-45	11	8	12
COC(=O)c1ccccc1NC(=O)COc1ccc(S(=O)(=O)NC(C)C)cc1	11	10	-5	-6	7	-7	1	3
Cn1c(=O)c2c(nc(CN3CCN(c4ccccc4)CC3)n2CCCc2ccccc2)n(C)c1=O	-4	15	.	-25	-24	18	10	.
CC(C)(C)OC(=O)N1CCCC(C(=O)Nc2cccc(C(=O)N3CCCC3)c2)C1 (centres undefined)	17	-2	-10	19	22	10	-11	-2
CC(=O)N1CCN(c2ccc(Oc3ncnc4sccc34)cc2)CC1	-3	-7	-4	-42	6	-2	7	-7
Cc1ccc(S(=O)(=O)CCC(=O)OCC(=O)c2c(C)[nH]c3ccccc23)cc1	-3	-12	.	13	8	3	1	.
Cc1ccc(C(=O)N2CCN(S(=O)(=O)c3ccccc3)CC2)s1	1	13	7	-10	8	14	-4	4

Some values from the results shown.
Cc1nc(-c2ccc(Cl)cc2)sc1C1(C)CC(c2cccnc2)=NO1 (centres undefined) in EBI2 block is listed with 12
CC(=O)N1CCN(c2ccc(Oc3ncnc4sccc34)cc2)CC1 in UBC13 inh is listed with -3
O=C(O)C1CCCCC1C(=O)Nc1ccc(S(=O)(=O)N2CCOCC2)cc1 (centres undefined) in CXCR6 inh is listed with -9
Cc1cc(C)n2cc(CSc3ccc(Cl)cc3)nc2n1 in APJ antagonist is listed with -7

(listing goes on)
SMILES	UBC13 inh	CCR6 antagonist	CXCR6 inh	697 NFkB inh	Jurkat NFkB inh	APJ antagonist	Gli-Sufu antag	EBI2 block
Cc1ccc(C)c(N)c1	-11	6	3	-1	3	-7	-14	-6
COC(=O)c1ccc(COc2ccc(C(=O)c3ccccc3)cc2)o1	-1	-4	-4	14	17	8	-8	-6
O=C(c1ccc2c(c1)OCO2)C1CCCN(Cc2ccc(OC(F)F)cc2)C1 (centres undefined)	1	8	-1	-44	9	9	0	-4
CCOc1ccccc1NC(=O)NC1CCN(CC(=O)Nc2ccc3c(c2)OCCO3)CC1	1	-25	3	-6	15	1	0	-5
COc1ccc(S(=O)(=O)NCCc2cn3nc(C)c(C)nc3n2)cc1C	10	2	1	14	11	8	-2	-5
COc1cc(C(C#N)N2CCOCC2)ccc1O (centres undefined)	-17	18	9	16	-2	7	55*	4
O=C(NCc1ccc2c(c1)OCO2)c1cc(F)c(F)cc1Cl	-3	6	-4	-24	-12	-20	-9	-1
CCCCOc1ccc(/C=C(\C(=O)O)c2ccc(S(=O)(=O)N3CCCC3)s2)cc1	-25	14	4	15	-8	11	5	-13
NS(=O)(=O)c1ccc(CCNC(=O)COC(=O)C2CCC2)cc1	-5	1	1	-8	-14	1	-24	-1
Cc1ccccc1NCC(=O)N/N=C/c1c[nH]c2ccccc12	11	-7	-7	6	11	-12	-6	-8
CN(CC(=O)Nc1c(Cl)cccc1Cl)C(=O)CC1OC(=O)c2ccccc21 (centres undefined)	3	6	5	2	3	6	1	-4
COc1cccc(-n2cc(CNCc3c(C(=O)N(C)C)nc4ccc(Cl)cn34)cn2)c1	0	-2	-2	18	-11	10	12	-4
CCN1C(=O)C2(C(C(=O)c3cc4ccccc4o3)=C(O)C(=O)N2CCCN(C)C)c2ccccc21 (centres undefined)	-22	2	.	6	1	2	4	.
CN(Cc1nc(-c2ccccn2)no1)S(=O)(=O)c1ccccc1	3	5	1	-7	2	2	-5	-3
COc1ccc(NC(=S)N(CCCN2CCC(C)CC2)Cc2cccs2)cc1Cl	4	24	4	1	2	15	21	14
O=C(CCNC(=O)c1ccc(Cl)cc1)Nc1ccccc1N1CCCC1	0	0	4	14	10	16	19	9
CCN(CC)CCNc1nc(-c2ccccc2)nnc1C(F)(F)F	4	13	-1	15	8	0	8	2
O=C(Nc1ccc(Cl)cc1)N1CCCC(Cn2cccc2)C1 (centres undefined)	3	-3	2	-28	-22	-23	-42	27
COc1ccc(C)cc1N(C(=O)c1cccc(F)c1)c1nc2ccccc2s1	0	8	12	-13	-6	5	-4	3
COc1ccc(CCNC(=O)CCC(=O)N2CC(C)Oc3ccc(Cl)cc32)cc1OC (centres undefined)	1	4	-1	-5	-23	-8	4	9
CC(C)(/C=N/NC(=O)CSCc1ccc(Cl)cc1)CCC#N	0	-1	9	-9	-4	-5	4	-11
CN(C)c1nccc(NCc2ccccc2)c1C#N	6	5	12	-16	-3	2	-12	-14
CC(CCc1ccccc1)NC(=O)C1CCN(S(=O)(=O)N2CCCCC2)CC1 (centres undefined)	-6	4	-6	-6	-5	7	2	20
CC(O)c1nc2ccc(C(=O)O)cc2[nH]1 (centres undefined)	19	6	-12	8	6	-3	1	-10
O=C(O)C1CCN(C(=O)CSc2nc3ccccc3s2)CC1	5	-2	2	5	-3	14	-11	3
CN(C)c1ccc(/C=C(/NC(=O)c2ccccc2)C(=O)N/N=C/c2ccc([N+](=O)[O-])c(O)c2)cc1	-106	34	9	20	38	22	-34	-4
O=C(NCC1CCN(S(=O)(=O)c2ccccc2)CC1)Nc1ccccc1	-5	4	-12	-5	1	-2	-2	5
CCN(C[C@H]1N[C@@](Cc2ccccc2)(C(=O)OC)[C@H]2C(=O)N(C)C(=O)[C@@H]12)C(=O)c1ccc(F)cc1	8	11	3	13	12	-5	5	-6
CCOC(=O)C(NC(C)=O)(N1CCOCC1)C(F)(F)F (centres undefined)	-10	.	.	-21	-17	8	.	.
CC(c1ccccn1)N(CCN(C)C)C(=S)Nc1cccc(F)c1 (centres undefined)	-16	-6	-3	4	-9	11	1	-12

A second format for four compounds above.
| SMILES | UBC13 inh | CCR6 antagonist | CXCR6 inh | 697 NFkB inh | Jurkat NFkB inh | APJ antagonist | Gli-Sufu antag | EBI2 block |
| --- | --- | --- | --- | --- | --- | --- | --- | --- |
| O=C(O)C1CCN(C(=O)CSc2nc3ccccc3s2)CC1 | 5 | -2 | 2 | 5 | -3 | 14 | -11 | 3 |
| CC(c1ccccn1)N(CCN(C)C)C(=S)Nc1cccc(F)c1 (centres undefined) | -16 | -6 | -3 | 4 | -9 | 11 | 1 | -12 |
| O=C(NCC1CCN(S(=O)(=O)c2ccccc2)CC1)Nc1ccccc1 | -5 | 4 | -12 | -5 | 1 | -2 | -2 | 5 |
| CC(O)c1nc2ccc(C(=O)O)cc2[nH]1 (centres undefined) | 19 | 6 | -12 | 8 | 6 | -3 | 1 | -10 |

Screens as filed in PubChem BioAssay.
